Shiga inhibitor: Shiga toxin inhibition. Vero cells, Shiga toxin protein synthesis inhibition reporter. inhibition, % at 38.7 µM. actives 9.2% (n = 290,000). AID 2315; in the data active means inhibition mostly above about 28%, no sharp cut-off; inactive means mostly below about 43%; further: 0% is about no effect
Pf growth 96h: P. falciparum growth inhibition at 96 hour, primary screen for plastid delayed-death inhibitors. P. falciparum luciferase reporter growth, 96 h. Potency, µM (doses to about 28.7 µM), for inactives: top-dose activity change, negative = inhibition, hits mostly inhibitors. actives 6.9% (n = 320,000); further: potency means the concentration at half of the fitted maximal effect; on the % scale 0 is the no-effect control and ±100 the full control effect
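Compounds incubated with erythrocytes infected by luciferase-expressing P. falciparum (2% hematocrit, 0.05% parasitemia final) for 96 hours, 37 C in 5% CO2. Growth inhibition scored as decreased luciferase luminescence.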
Pf growth 48h: inhibits P. falciparum growth in the first generation, 48 h. P. falciparum luciferase growth in erythrocytes, 48 h. Potency, µM (highest dose often 28.7 µM), without a hit: at the top dose activity change, negative = inhibition, actives largely listed as inhibitors. actives 5.9% (n = 310,000). AID 504832; further: potency means the concentration at half of the fitted maximal effect; on the % scale 0 is the no-effect control and ±100 the full control effect
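Erythrocytes infected with P. falciparum carrying an integrated firefly luciferase reporter (2% hematocrit, 0.1% parasitemia final) were exposed to compounds in RPMI 1640 with 0.5% Albumax at 37 C, 5% CO2. Growth inhibition was scored as reduced luminescence.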
Cycloheximide cs: counter-screen for Shiga toxin inhibitors: cycloheximide protein synthesis inhibition | cell reporter, cycloheximide protein synthesis inhibition counterscreen | actives 12% (n = 300,000) | max response, % | AID 2314; in the data active means max response mostly above about 13%, no sharp cut-off; inactive means mostly below about 14%; further: read at 38.3 µM for the half of the compounds with a filed dose; 0% is about no effect
Giardia FBPA inh: Giardia lamblia aldolase inhibition | purified Giardia FBPA | Potency, µM (titrated, usually from 59.6 µM), without a hit: at the top dose activity, negative = inhibition, hits mostly inhibitors | actives 0.71% (n = 290,000); further: potency means the concentration at half of the fitted maximal effect; on the % scale 0 is the no-effect control and ±100 the full control effect; nearly all actives have a fitted effect of over 55% in size
Target sequence (A8B2U2 whole entry, looked up): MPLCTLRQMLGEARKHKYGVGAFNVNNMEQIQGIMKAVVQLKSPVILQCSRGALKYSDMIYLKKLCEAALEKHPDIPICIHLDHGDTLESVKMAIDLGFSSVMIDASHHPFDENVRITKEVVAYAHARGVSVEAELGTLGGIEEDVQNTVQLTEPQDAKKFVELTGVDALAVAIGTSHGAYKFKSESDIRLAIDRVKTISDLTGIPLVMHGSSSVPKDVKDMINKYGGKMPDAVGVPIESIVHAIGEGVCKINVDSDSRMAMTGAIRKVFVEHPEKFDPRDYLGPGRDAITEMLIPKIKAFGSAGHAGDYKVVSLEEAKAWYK
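Giardia FBPA (40 nM reagent) was preincubated 10 min at RT with compound (up to 57.5 uM final), then substrate plus GAPDH/TPI/NAD/arsenate coupling system with diaphorase/resazurin was added; resorufin fluorescence (525/598 nm) was read after 20 min.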
Sm TGR block: inhibitors of Schistosoma mansoni thioredoxin glutathione reductase. Q962Y6. purified TGR, DTNB reduction, TNB absorbance 405 nm. Potency, µM (titrated, usually from 114 µM), inactives show at the top dose activity change, negative = inhibition, most hits filed as inhibitors. actives 3% (n = 360,000). AID 485364; further: potency means the concentration at half of the fitted maximal effect; on the % scale 0 is the no-effect control and ±100 the full control effect; nearly all actives have a fitted effect of over 60% in size
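First, TGR (20 nM dispensed) and NADPH were mixed with compound. Second, a 15 min room-temperature incubation followed. Third, further NADPH and then DTNB were added to start the reaction. Finally, TNB absorbance was monitored kinetically.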
An asterisk follows results filed as active; i = inactive; ? = inconclusive; . = not tested or not shown; [ ] = remark or other dose. Unless noted, the call rests on the fitted dose curve; in most records, active means well fitted curve in the direction sought with a large enough effect; inconclusive means small, poorly fitted or top-dose-only effect, or another doubt; inactive means no such curve, though single readings can be large; an effect the other way counts as inactive or inconclusive.

SMILES	Shiga inhibitor	Pf growth 96h	Pf growth 48h	Cycloheximide cs	Giardia FBPA inh	Sm TGR block
Cc1ccc(CN2CCNC(=O)C2CC(=O)O)cc1 (configuration not stated)	2	34%[activator]	7%	3	-27%	35µM*
O=C(Nc1ccnn1C1CCN(C2CCC2)CC1)c1ccccc1	-6	12µM*	-3%	0	-9%	-18%
CCOc1ccc(NS(=O)(=O)c2cc(C(=O)NCC3CCCO3)ccc2Cl)cc1 (configuration not stated)	.	-13%	-19%	.	.	3%
Cc1ccc(-c2nc(CS(=O)CC(=O)NCc3ccc(Cl)cc3)c(C)o2)cc1 (configuration not stated)	-14	8%	.	-4	3%	?
CCOc1cc(C2Nc3cccc4cccc(c34)N2)ccc1O	-5	-27%	.	-3	-29%	11µM*
CN(c1ccccc1)c1nc(N)c([N+](=O)[O-])c(N2CCOCC2)n1	12	3%	40%[activator]	10	5%	1%
O=C(Cn1cc([N+](=O)[O-])cn1)Nc1nc2ccccc2s1	16	40%[activator]	13%	11	1%	-13%
O=C(O)C1C2C=CC(C2)C1C(=O)NCc1cccc(Cl)c1 (configuration not stated)	-3	72%[activator]	-5%	1	12%	0%
CCCn1ccnc1SC(C)C(=O)Nc1c(C)n(C)n(-c2ccccc2)c1=O (configuration not stated)	.	-17%	?	.	.	-20%
CCOc1cc(/C=C(/NC(C)=O)C(=O)O)cc(Cl)c1OCc1cccc(Br)c1	-4	1%	-7%	1	5%	-14%
O=Nc1c(O)n(Cc2cccc(Cl)c2)c2ccccc12	-9	?	?	-4	10%	-27%
CN(C)c1cc(-c2ccc(Cl)cc2Cl)oc(=O)c1Cl	60	?	?	-2	2%	-18%
Cc1ccc(C(N)=S)c(C)c1	-9	36%[activator]	9%	-7	0%	-22%
COc1ccc(NS(=O)(=O)c2cccc(NC(=O)c3ccccn3)c2)cc1	14	29%	?	6	-13%	-13%
Cc1sc2ncnc(SCC(=O)NC(=O)c3cccn3C)c2c1C	-5	21%	0%	1	-9%	-35%
Cc1cc(C)nc(SCc2ccc(C(=O)N/N=C/c3ccc(C(=O)O)cc3)cc2)n1	-7	-15%	?	-4	-8%	8%
O=C(COC(=O)C1CSC2(c3ccc(F)cc3)CCC(=O)N12)NC(=O)NC1CCCC1 (configuration not stated)	-9	15%	1%	3	-5%	7%
Cc1ccc(NC(=O)c2ccoc2C)cc1C	107*	30%[activator]	109%[activator]	40*	-7%	3%
O=C(O)Cc1cc(C(=O)Nc2ccc(Br)cc2)sc1-c1ccccc1	-2	-13%	-9%	4	9%	-1%
CCc1ccc(-c2ccc(C(=O)O)c(C)n2)cc1	47*	29%	36%[activator]	40*	16%	9%
CC(C)Oc1cccc(C(=O)C2CCCN(C(=O)c3ccsc3)C2)c1 (configuration not stated)	31	33%[activator]	-7%	9	5%	11%
CC1(C)Cc2cccc(OCC(=O)NCc3ccccc3F)c2O1	.	?	?	.	.	6%
N#Cc1c(N)sc2c1CCCCCC2	-13	6%	0%	-8	-18%	2%
O=C(c1ccc(N2CCCC2=O)cc1)N1CCN(c2ccccc2O)CC1	.	?	?	.	.	-10%
COc1ccccc1C(=O)Nc1cccc(SC)c1	66*	34%[activator]	97%[activator]	33*	-7%	4%

The list continues:
SMILES	Shiga inhibitor	Pf growth 96h	Pf growth 48h	Cycloheximide cs	Giardia FBPA inh	Sm TGR block
O=C(Nc1ccc(NC(=O)c2ccccc2O)cc1)Nc1ccc(F)cc1F	6	?	-29%	-2	-2%	0%
CCNS(=O)(=O)c1ccc(NC(=O)c2ccc(Cn3cc(Br)cn3)o2)cc1	-13	12µM*	-24%	-2	9%	0%
Cc1ccc(NC(=O)CNc2ccc(Cl)cc2F)cc1	5	?	6%	6	1%	-1%
CCCC(C)NC(=O)c1ccc(-c2ccccc2)cc1 (configuration not stated)	86*	26%	276%[activator]	27*	6%	1%
O=C(CSc1cccc[n+]1[O-])C12CC3CC(CC(C3)C1)C2	-9	4.1µM*	0%	5	?	53%[activator]
COc1ccc(-c2nnc(SC)n2C)cc1	35	-2%	23%	-2	0%	1%
CC1C(=O)N2CCCc3cc(NC(=O)CC(C)(C)C)cc1c32 (configuration not stated)	11	17%	-7%	-5	2%	-8%
O=C(C1CCCN(S(=O)(=O)c2ccccc2)C1)N1CCN(c2ccc(F)cc2)CC1 (configuration not stated)	-7	107%[activator]	13µM*	8	0%	0%
O=C1N/C(=C/c2cccs2)C(=O)N1Cc1ccc(F)cc1	-8	-21%	-10%	-6	1%	.
O=C(COc1ccc(Cl)cc1Br)Nc1nnc(C2CC2)s1	.	-16%	-8%	.	.	-18%
CCc1ccc(-c2n[nH]c(=O)c3ccccc23)cc1	-6	?	28%	-1	8%	1%
Cc1cccc(NC(=O)c2ccc(C3SCC(=O)N3CCc3ccccc3)cc2)c1C (configuration not stated)	-5	8.3µM*	.	7	-1%	-1%
O=CN1Cc2[nH]c3ccccc3c2N(c2ccc(Cl)cc2)C1=O	-7	9.3µM*	.	-1	-21%	4%[11.4 µM]
CC(=O)Nc1c(NC(=O)CC#N)[nH]c2c(c1=O)c(=O)n(C)c(=O)n2C	5	-25%	17%	4	?	30%[activator]
CC(=O)c1ccc(-c2ccc(/C=C(/Sc3n[nH]c(C)n3)C(=O)O)o2)cc1	12	?	?	1	-26%	-27%
CCOC(=O)c1c(C)[nH]c(C)c1S(=O)(=O)NCC1CCN(Cc2ccccc2F)CC1	-5	7%	3%	-3	.	-1%
CN(C)C=Nc1nonc1-c1ccc(Cl)cc1	-3	56%[activator]	66%[activator]	7	0%	-14%
Cc1cccc(NS(=O)(=O)c2cccc(C(=O)N3CC(C)OC(C)C3)c2)c1 (configuration not stated)	.	0%	28%	.	.	3%
NC(=NCc1ccco1)NC(=O)c1ccccc1	21*	6%	46%[activator]	27*	8%	0%
Cc1noc(C)c1C(=O)OCC(=O)N(C)C1(C#N)CCCCC1	.	112%[activator]	94%[activator]	.	.	7%
Nc1ccc(C2(c3ccc(N)cc3)CN3CCC2CC3)cc1	-18	.	2%	-2	2%	-18%
CC(=O)N1c2ccccc2C2(O)N=C(C)SC12 (configuration not stated)	35	19%	16%	12*	?	-8%
O=S(=O)(/N=C(/c1ccccc1)N1CCOCC1)c1ccc(F)cc1	-8	?	10%	3	-6%	-9%
Cc1ccc(-n2c(C)nc3ccccc3c2=O)c(C)c1	-4	?	1%	-1	-7%	11%
Cn1c(Cl)nc2ccccc21	-3	14%	5%	-2	1%	1%

Brought forward from above: four compounds; new compounds follow.
SMILES	Shiga inhibitor	Pf growth 96h	Pf growth 48h	Cycloheximide cs	Giardia FBPA inh	Sm TGR block
CC(=O)N1c2ccccc2C2(O)N=C(C)SC12 (configuration not stated)	35	19%	16%	12*	?	-8%
O=S(=O)(/N=C(/c1ccccc1)N1CCOCC1)c1ccc(F)cc1	-8	?	10%	3	-6%	-9%
Cc1ccc(-n2c(C)nc3ccccc3c2=O)c(C)c1	-4	?	1%	-1	-7%	11%
Cn1c(Cl)nc2ccccc21	-3	14%	5%	-2	1%	1%
O=C(NC(=S)NCCN1CCOCC1)c1cccc(Cl)c1	2	43%[activator]	24%	18	.	15%
Cn1cccc1/C=C(\C#N)c1ccccc1	23	-17%	12%	9	1%	3%
O=C(Nc1nnc(-c2ccc(F)cc2)s1)c1ccco1	34	?	75%[activator]	9	-5%	1%
COc1ccc(-c2nnc(NC(=O)c3ccc(S(=O)(=O)N4COCC4(C)C)cc3)o2)cc1	-6	-5%	12µM*	-6	23%	13%
CN(CC(=O)Nc1ccccc1Cl)C(=O)COC(=O)/C=C/c1ccc(C(F)(F)F)cc1	-2	-5%	?	1	.	0%
CCOC(=O)C1=C(C)NC(=O)NC1c1ccc(OC)c(Cl)c1 (configuration not stated)	-12	.	?	1	0%	-1%
Cc1cc(=O)oc2cc(OCC(O)CN3CCN(c4ccccc4)CC3)ccc12 (configuration not stated)	-13	?	-11%	-7	4%	2%
Cc1ccc(Cc2nc3ccccc3[nH]2)cc1	31	-29%	1%[0.00184 µM]	8	-4%	4%
CC(=O)N1c2ccc(S(=O)(=O)N3CCCCC3)cc2CC1C(=O)NCc1cccc(Cl)c1 (configuration not stated)	-10	?	-8%	-1	.	-1%
CCOC(=O)C1CCN(c2c(NCCCN(CC)Cc3ccccc3)c(=O)c2=O)CC1	-1	-16%	?	-1	5%	2%
Cc1ccc(NC(=O)NCc2ccccn2)c(C)c1	-6	?	-4%	3	.	-12%
Cc1ccc(O)c(Sc2cc(C)ccc2O)c1	-4	.	?	-5	-17%	-2%
CC(=O)Nc1ccc(C(=O)CSc2nnc(C)o2)cc1	89	15%	2%	11	-2%	0%
Cc1cccc(C)c1N1CCN(c2n[nH]c(N)n2)CC1	-5	15%	8%	-3	3%	.
Cc1ccc(NC(=O)C(C)N=C2NS(=O)(=O)c3ccccc32)cc1F (configuration not stated)	63*	39%[activator]	-2%	29*	5%	6%
O=C(O)c1ccccc1Nc1cc(Cl)c2nonc2c1[N+](=O)[O-]	-7	3%	15%	-3	-8%	0.45µM*
Cc1c(Cl)cccc1NC(=O)c1cc(C2CC2)on1	102*	-85%	.	35*	0%	3%
Cc1ccc(F)c([C@H]2[C@H]3C=CC[C@@H](C)[C@@H]3C(=O)N2Cc2ccccc2)c1	-4	?	?	-3	2%	?
CCc1ccc(OCC(=O)NNC(=O)Cc2c(F)cccc2Cl)cc1	.	-4%	24%	.	.	-2%
COc1ccc(NC(=O)Nc2ccc(Cc3ccncc3)cc2)c(OC)c1	-3	-8%	-4%	-1	0%	8%
COc1cc(OC)c2c(-c3cccc(-c4cccc(C)c4)c3)cc(=O)oc2c1	i	.	.	5	-5%[89.2 µM]	.
CCN(CC(=O)Nc1ccccc1C(F)(F)F)C(=O)c1ccccc1Sc1ccccc1C#N	.	?	?	.	.	-1%
O=C(NCc1cccs1)c1cc(C2CC2)on1	64*	92%[activator]	54%[activator]	22*	3%	2%
Cc1cccc(COC(=O)Nc2ccc(NC(=O)c3ccccc3Cl)cc2)c1	-3	-24%	4%	-1	2%	6%
Nc1nnc(CC(=O)N/N=C/c2ccc(-c3cccc(C(=O)O)c3)o2)s1	142*	20%	18%	61*	-15%	-31%

3 compounds from above, sorted by molar mass, descending.
SMILES	Shiga inhibitor	Pf growth 96h	Pf growth 48h	Cycloheximide cs	Giardia FBPA inh	Sm TGR block
COc1ccc(-c2nnc(NC(=O)c3ccc(S(=O)(=O)N4COCC4(C)C)cc3)o2)cc1	-6	-5%	12µM*	-6	23%	13%
O=C(C1CCCN(S(=O)(=O)c2ccccc2)C1)N1CCN(c2ccc(F)cc2)CC1 (configuration not stated)	-7	107%[activator]	13µM*	8	0%	0%
Cc1cccc(NS(=O)(=O)c2cccc(C(=O)N3CC(C)OC(C)C3)c2)c1 (configuration not stated)	.	0%	28%	.	.	3%

Next structures follow:
SMILES	Shiga inhibitor	Pf growth 96h	Pf growth 48h	Cycloheximide cs	Giardia FBPA inh	Sm TGR block
CCOC(=O)[C@H]1[C@H]2COc3ccc(OC)cc3[C@@H]2N2C(=O)CN(Cc3ccccc3)C(=O)[C@@]12C	.	?	10µM*	.	.	-7%
COc1ccc2[nH]c(=O)c(CN(CCc3cccc(C)c3)C(C)=O)cc2c1	-22	?	.	-3	-11%	-4%
COc1ccc(-c2noc(N3CCC(C(=O)NCCCN4CCCCC4)CC3)n2)cc1	20*	2%	?	3	-12%	6%
Nc1c(C(=O)Nc2ccccc2)sc2nc(-c3ccco3)ccc12	95*	15%	16%	27*	0%	1µM*
Cc1cc2[nH]c(=O)cc(-c3ccccc3)n2n1	47	-10%	17%	17*	?	-2%
O=C1c2ccccc2C(Nc2ccc(S(=O)(=O)N3CCOCC3)cc2)N1c1cccnc1 (configuration not stated)	-12	?	.	-6	0%	0%
COc1ccc(OCCC(=O)OCC(=O)NC(=O)NC(C)(C)C)cc1	-2	-9%	.	-3	3%	-9%
